Assay outcomes: PubChem, National Center for Advancing Translational Sciences (NCATS)
IMPase Li cell – membrane-permeable IMPase blocker, potentiated with lithium; actives 0.35% (n = 210,000); AID 1457; Potency, µM (top dose mostly 59.4 µM), for the others: top-dose activity, negative = IMPase inhibition, hits mostly inhibitors; CHO-M1 cells, IP1 TR-FRET (IP-One), carbachol + lithium;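 also: IP1 builds up when IMPase is blocked and the TR-FRET signal falls; plate controls were basal vehicle for no effect and high inhibitor control for full effect; nearly all actives have a fitted effect of over 50% in size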
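Lithium-sensitised IP1 accumulation assay; M1-expressing CHO cells treated 30 min at 37C with compound. Competitive antibody detection by time-resolved FRET followed a 10 min room-temperature lysis step.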
GAA inhib – alpha-glucosidase (human) inhibition; actives 0.005% (n = 200,000); AID 1466; P10253; Potency, µM (top dose mostly 76.9 µM), for the others: at the highest dose activity change, negative = inhibition, actives largely listed as inhibitors; purified human GAA, 4-MU-alpha-glucoside fluorescence;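 also: plate controls were uninhibited enzyme wells for no effect and no-enzyme background for full effect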
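Fluorescence at Ex 365/Em 440 nm from 4-methylumbelliferone reported enzyme activity after 20 min at room temperature. Reactions used 4 nM enzyme and 400 uM substrate at pH 5.0; curves fitted with the Hill equation.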
aGlu spleen mod – lysosomal alpha-glucosidase (human) modulation. actives 0.006% (n = 240,000). AID 2112. Potency, µM (series often up to 79.9 µM), for the others: at the top dose activity change, negative = inhibition, hits mostly inhibitors. human spleen homogenate, 4-MU-alpha-glucoside fluorescence;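 also: 0% = enzyme with vehicle and -100% = no enzyme basal signal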
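Compounds were titrated against alpha-glucosidase in spleen homogenate at pH 5.0, with 1 mM 4-methylumbelliferyl substrate for 40 min at 37 C. Reactions were quenched with pH 10 NaOH/glycine and fluorescence measured.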
RGS12 GoLoco inh – inhibitors of human Gai1-RGS12 GoLoco interaction (red fluorophore) | P63096 | actives 0.44% (n = 230,000) | Gai1:RGS12 GoLoco peptide FP, rhodamine, 10 min | Potency, µM (titrated, usually from 61.6 µM), inactives show at the highest dose activity, negative = inhibition, usual class: inhibitors; active = well fitted inhibition curve with a large enough effect, not every such curve was filed as active; inactive = no such curve, though single readings can be large or run the other way; also: % is scaled to controls: 0 for no effect and ±100 for the full control effect; nearly all actives have a fitted effect of over 30% in size; many of its hits are not listed in these tables
Target sequence (P63096 whole entry, looked up): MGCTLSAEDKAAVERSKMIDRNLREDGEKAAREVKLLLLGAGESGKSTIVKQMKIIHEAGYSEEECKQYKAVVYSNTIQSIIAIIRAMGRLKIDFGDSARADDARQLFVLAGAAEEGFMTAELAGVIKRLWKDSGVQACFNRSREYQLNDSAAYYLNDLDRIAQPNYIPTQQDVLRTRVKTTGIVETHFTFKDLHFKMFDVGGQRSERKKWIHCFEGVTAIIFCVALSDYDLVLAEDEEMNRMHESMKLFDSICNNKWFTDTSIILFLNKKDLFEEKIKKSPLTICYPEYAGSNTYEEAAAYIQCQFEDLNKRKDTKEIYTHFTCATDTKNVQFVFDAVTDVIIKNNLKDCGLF
HTT cytoprotect – Huntington cell model cytoprotection by ATP luminescence. actives 0.14% (n = 230,000). Potency, µM (top dose mostly 56.4 µM), for inactives: cytoprotection (ATP increase), usual class: activators. PC12 HTT-Q103 induced, cytoprotection, ATP luminescence, 40 h;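 also: % of control where 0% means no effect; nearly all actives have a fitted effect of over 45% in size; toxic huntingtin expression switched on by the ecdysone agonist tebufenozide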
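Huntington model: PC12 line, ecdysone-inducible HTTQ103 exon1–GFP, tebufenozide 100 nM. Test articles in a dose series. Endpoint luminescence from cellular ATP.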
HTT aggregate – inhibitors of mutant huntingtin aggregate formation in PC12 cells; PC12 HttQ103-GFP aggregates, Acumen cytometry, 40 h; Potency, µM (highest dose often 46.1 µM), inactives show at the highest dose activity change, negative = inhibition, hits mostly inhibitors; actives 1.1% (n = 220,000); AID 1688; also: % is scaled to controls: 0 for no effect and ±100 for the full control effect; nearly all actives have a fitted effect of over 60% in size
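Aggregate formation scored by laser-scanning cytometer (488 excitation, 500–530 emission) in lysed PC12 cells expressing Q103-GFP after 100 nM tebufenozide induction; library tested in dose series, with ATPLite reagent added in the multiplex.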
GAA glycogen – alters human alpha-glucosidase cleavage of glycogen. P10253. recombinant GAA, glycogen substrate, Amplex Red glucose oxidase fluorescence. actives 0.38% (n = 300,000). Potency, µM (titrated, usually from 76.4 µM), for the others: top-dose activity change, negative = inhibition, hits mostly inhibitors;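 also: 0% = full enzyme reaction and -100% = no-enzyme basal signal; the screen sought inhibitors and activators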
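Recombinant human alpha-glucosidase (4 nM final) hydrolysed bovine liver glycogen (30 ug) for 40 min at 37 C in pH 5.0 citrate/phosphate with 0.01% Tween-20. Released glucose detected by glucose oxidase/Amplex Red, Ex 573/Em 610 nm. Compounds up to 77 uM; AC50 from Hill fits.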
Starred values were filed as active, the others as inactive; ? = inconclusive; nt = no result given; [ ] = dose if it differs, or a comment. Unless noted, calls follow the shape of the dose curve; as a rule, active = well fitted curve in the direction sought with a large enough effect; inconclusive = small, poorly fitted or top-dose-only effect, or another doubt; inactive = no such curve, though single readings can be large; an effect the other way counts as inactive or inconclusive. Potency is read from the fitted curve at half-maximal effect.

SMILES	IMPase Li cell	GAA inhib	aGlu spleen mod	RGS12 GoLoco inh	HTT cytoprotect	HTT aggregate	GAA glycogen
CCC(C)NC(=O)CS(=O)Cc1nc(-c2cccc(C)c2)oc1C (configuration not stated)	6%[38.3 µM]	-7%[15.4 µM]	-4%	-5%	-13%	-3%	-6%
O=C(Cc1ccccc1)NNC(=O)Cc1ccccc1	-2%	-1%[15.4 µM]	7%	12%	nt	4%	3%
Cc1ccc(S(=O)(=O)N(C)c2ccc(OCC(=O)Nc3nc4ccccc4s3)cc2)cc1	13%	?	-8%	10%	10%[10 µM]	?	-6%
c1ccc(C(c2ccccc2)N2CCN(c3ccc4ccccc4n3)CC2)cc1	22%[38.3 µM]	6%	-3%	0%	9%	-30%	2%
Cc1nn(C(C)C)c(C)c1CN1CCCC(CCC(=O)NCc2ccccc2F)C1 (configuration not stated)	26%	-4%	-2%	6%	-22%	-3%	-11%
COCCCNC(=O)CSc1nc2ccccc2c(=O)n1Cc1ccc2c(c1)OCO2	6%	-3%	8%	-3%	nt	22%	21%
C1CCC(Nc2nnnn2C2CCCCC2)CC1	8%[38.3 µM]	0%	-3%	3%	1%	-2%	-12%
Cc1ccc(-c2nc3ccccc3n2C)o1	-8%[38.3 µM]	-2%	-4%	-16%	-83%[inhibitor]	-1%[9.22 µM]	3%
CCOc1ccc(CC2c3cc(OCC)c(OCC)cc3CCN2C(=O)c2cc(OC)c(OC)c(OC)c2)cc1OCC (configuration not stated)	6%[38.3 µM]	-8%	2%	6%	-29%	27%	-11%
O=S(=O)(c1ccc(Br)s1)N1CCc2ccccc2C1	20%	-8%	-10%	27%	-5%[0.074 µM]	-30%	-7%
CCOC(=O)N1CCC(NC(=O)C2CCCN(C(=O)N3CCOc4ccccc43)C2)CC1 (configuration not stated)	23%[38.3 µM]	3%	5%	2%	-15%	-3%	6%
COc1cccc(N=Nc2c(=O)[nH]n3c(=O)cc(C)[nH]c23)c1	41%[activator][38.3 µM]	-7%	-10%	-11%	-4%	-1%	-6%
Cc1cc(N)n(Cc2ccc(Cl)cc2)n1	-3%	10%	4%	15%	22%[10 µM]	13%[9.22 µM]	11%
Cc1ccc(S(=O)(=O)N(CC(O)CN2CCCC2)c2ccccc2)cc1 (configuration not stated)	2%[38.3 µM]	-8%	-9%	-6%	6%	12%	-9%
N[C@H](COP(=O)(O)O)C(=O)O	-5%	nt	-1%	11%	-38%[inhibitor]	-6%	nt
c1ccc(Nc2nn[nH]n2)cc1	-1%[38.3 µM]	-15%	-5%	0%	10%[10 µM]	-10%	7%
NC(=O)C1CCN(C(=O)/C=C/c2ccco2)CC1	3%	-2%	4%	-1%	nt	-5%	-3%
CCOP(=O)(OCC)/C(C#N)=C/c1cc(OC)ccc1OC	nt	5%	-6%	-3%	-5%[10 µM]	-13%[9.22 µM]	3%
COc1cccc(C2=CC(c3ccc(OC)c(OC)c3)NC(=S)N2)c1 (configuration not stated)	nt	-3%	4%	12%	9%[10 µM]	-4%[9.22 µM]	0%
CC1(CCc2ccccc2)NC(=S)N(c2ccc(Cl)cc2)N1 (configuration not stated)	12%	-2%	-2%	-17%	19%[0.074 µM]	-6%	5%
O=S(=O)(c1ccc(Cl)cc1)N1CCN(C(=S)Nc2ccc(F)c(Cl)c2)CC1	17%	0%	-13%	-6%	nt	-29%	-4%
CNCC(O)c1cccc(O)c1 (configuration not stated)	0%	nt	10%	-9%	-6%	nt	nt
O=C(Cc1ccccc1)NCCCc1ccccc1	-6%[38.3 µM]	1%	?	3%	5%	-8%	5%
CC1=C(C(=O)OCc2ccccc2)C(/C=C/c2ccccc2)NC(=S)N1 (configuration not stated)	22%	-4%	-2%	4%	-12%[10 µM]	?	-11%
Cc1c(Cl)ccc2c1NC(=O)[C@]21N[C@@H](CCC(N)=O)[C@H]2C(=O)N(c3ccc(F)cc3)C(=O)[C@H]21	-3%[38.3 µM]	2%	0%	-4%	-8%[0.074 µM]	10%	1%
CCOc1ccc(C(Nc2ccc(C)cc2)P2(=O)OCCC(C)O2)cc1 (configuration not stated)	11%[38.3 µM]	-14%	-3%	15%	6%	-10%[9.22 µM]	-2%
CCN(CC)CCCNC(=O)c1cc2c(-c3ccc(Cl)cc3)nn(C)c2s1	17%[38.3 µM]	?	2%	82%[activator]	-57%[inhibitor]	22%	9%
COc1cc(C(=O)Nc2ccc3c(c2)OCCO3)ccc1-n1cnnn1	14%[38.3 µM]	9%	-5%	11%	-31%	-10%	-2%
OCC1(CCc2ccccc2)CCN(Cc2c(F)ccc(F)c2F)CC1	10%	-14%	1%	-1%	17%[10 µM]	10%[9.22 µM]	19%
Cc1cc(CNC(=O)CC2C(=O)NCCN2Cc2ccccc2C(F)(F)F)nn1C (configuration not stated)	4%	13%	-1%	-12%	-14%[10 µM]	3%[9.22 µM]	12%
COc1ccc(S(=O)(=O)N/N=c2\oc3c(OC)cccc3cc2S(=O)(=O)c2ccc(C)cc2)cc1OC	-1%	-4%	-1%	5%	?	-2%	-10%
O=C(NCCCN1CCCC1=O)c1ccc2c(c1)NC(=O)C(N1CCOCC1)S2 (configuration not stated)	13%[38.3 µM]	-2%	1%	-25%	6%[10 µM]	8%	-11%
CC1SC(c2ccc(F)cc2)NC1=O (configuration not stated)	4%	?	-10%	9%	17%[10 µM]	-1%[9.22 µM]	-8%
Cc1cccc(NC(=S)N2CCN(Cc3ccccc3)CC2)c1C	nt	3%	-7%	nt	-1%[10 µM]	6%	11%
CCc1ccc(NC(=O)CSc2nc3ccccc3c(=O)n2CCCN2CCC(C)CC2)cc1	16%	4%	2%	4%	-78%[inhibitor]	22µM*	0%
O=C1N(c2ccc(Cl)cc2)C(c2ccc(Cl)cc2)N2CCCN12 (configuration not stated)	5%	0%	-11%	4%	2%[10 µM]	7%	-8%
CC(C)OP(=O)(OC(C)C)C(O)c1ccc2c(c1)OCO2 (configuration not stated)	3%	6%	-2%	17%	8%[0.074 µM]	10%	-12%
CCCCN(CC)CCNC(=O)CCC(=O)Nc1ccc2nc(N3CCN(C)CC3)cc(C)c2c1	15%	?	?	-7%	nt	-10%	15%
CCOC(=O)C1CCN(C(=O)c2ccccc2NS(=O)(=O)c2cc(C)ccc2C)CC1	-1%	0%	2%	1%	-20%[10 µM]	6%	-4%
COc1c(C)cc(Br)cc1C(=O)Nc1ccc(C)cc1[N+](=O)[O-]	-2%	-5%	-11%	5%	5%[10 µM]	-13%	17%

2 entries drawn at random from the list so far, as already listed:
SMILES	IMPase Li cell	GAA inhib	aGlu spleen mod	RGS12 GoLoco inh	HTT cytoprotect	HTT aggregate	GAA glycogen
CNCC(O)c1cccc(O)c1 (configuration not stated)	0%	nt	10%	-9%	-6%	nt	nt
CC1=C(C(=O)OCc2ccccc2)C(/C=C/c2ccccc2)NC(=S)N1 (configuration not stated)	22%	-4%	-2%	4%	-12%[10 µM]	?	-11%

(more compounds)
SMILES	IMPase Li cell	GAA inhib	aGlu spleen mod	RGS12 GoLoco inh	HTT cytoprotect	HTT aggregate	GAA glycogen
Cc1oc(-c2ccccc2Cl)nc1CSc1nc2c(c(=O)[nH]1)CCC2	-1%	4%	-11%	-3%	nt	14%	1%
CCN1C(=O)CSc2ccc(C(=O)NCCCN3CCOCC3)cc21	8%[38.3 µM]	1%	3%	-12%	-2%	8%	7%
Cc1ccc(Cn2nnc3c(=O)[nH]c(C4CCCN(S(=O)(=O)c5ccccc5)C4)nc32)cc1 (configuration not stated)	-13%[38.3 µM]	-4%	-3%	-5%	18%	16%[9.22 µM]	2%
CNC(=O)COC(=O)CCC(=O)c1ccc(Cl)cc1	2%	-10%	2%	-1%	-12%	0%	-9%
O=C(CSc1nnc(NC(=O)c2ccccc2Cl)s1)Nc1ccc2c(c1)oc1ccccc12	-4%	-2%	-5%	0%	nt	1%	-8%
CC(=O)Nc1ccc(N2C(=O)c3ccc(C(=O)Nc4nnc(SCc5ccc(F)cc5)s4)cc3C2=O)cc1	0%	5%	3%	21%	-26%	11%	-2%
O=C1C(=O)c2ccccc2C(O)=C1C(C1=C(O)c2ccccc2C(=O)C1=O)c1ccc(Cl)cc1	2%	nt	nt	7%[14.2 µM]	-62%[inhibitor][10 µM]	nt	nt
Cc1ccc(NC(=O)N/C=C/c2ccc(Cl)cc2)cc1	-19%[38.3 µM]	2%	-6%	-30%	-4%	-3%	9%
C[C@@H]1C(c2ccc(F)cc2)=NN(c2ccccc2)[C@H]1C(=O)N1CCOC1=O	-7%	nt	9%[119 µM]	-11%[88.7 µM]	2%	nt	nt
Cc1cc(NC(=S)N(Cc2cccc(Br)c2)CC2CCC(C(=O)O)CC2)ccc1Cl (configuration not stated)	-4%	0%	3%	8%	4%	-11%	-9%
CC/C=C\C[C@H]1C(=O)CC[C@@H]1CC(=O)O	13%	nt	6%	6%	-19%[1.9 µM]	nt	nt
CCOC(=O)CN(C(=O)CNC(=O)c1ccco1)C(C(=O)NC1CCCCC1)c1cccc(OC)c1 (configuration not stated)	9%[38.3 µM]	-3%	5%	5%	20%	-23%	1%
COc1cc(OC)cc(C(=O)NC(C)c2ccc(Br)cc2)c1 (configuration not stated)	-6%	13%	10%	2%	-30%	-12%	18%
COc1cccc(-n2c(Cc3cc(=O)[nH]c(=O)[nH]3)nnc2SCC(=O)Nc2ccccc2)c1	5%[38.3 µM]	0%[15.4 µM]	4%	7%	3%	-16%	-1%
Cc1cc(C)c(-c2csc(NC(=O)C3=NN(c4ccccc4)C(=O)CC3)n2)c(C)c1	nt	-11%	4%	nt	40%[10 µM]	?	-10%
O=C(CCN1C(=O)c2ccccc2C1=O)N1CCN(Cc2ccccc2)CC1	5%	7%	2%	-3%	-18%[10 µM]	9%	-3%
COC(=O)[C@@]1(Cc2ccc(OC)cc2)[C@H]2c3cc(C(=O)N(C)C)n(Cc4ccc(OC)c(OC)c4)c3C[C@H]2CN1C(=O)c1ccccc1	-4%	nt	-9%	-3%	-4%	nt	nt
CC(NC(=O)c1cncc(Br)c1)c1ccc(S(N)(=O)=O)cc1 (configuration not stated)	4%[38.3 µM]	-1%	-2%	-6%	-20%[10 µM]	-3%	1%

Quoted from the entries so far, 2 compounds:
SMILES	IMPase Li cell	GAA inhib	aGlu spleen mod	RGS12 GoLoco inh	HTT cytoprotect	HTT aggregate	GAA glycogen
CCC(C)NC(=O)CS(=O)Cc1nc(-c2cccc(C)c2)oc1C (configuration not stated)	6%[38.3 µM]	-7%[15.4 µM]	-4%	-5%	-13%	-3%	-6%
O=C(Cc1ccccc1)NNC(=O)Cc1ccccc1	-2%	-1%[15.4 µM]	7%	12%	nt	4%	3%

The list is partial. The share of hits here may be higher or lower than overall.
